High-throughput results from PubChem BioAssay.
POLI inh = qHTS for Inhibitors of Polymerase Iota; DNA polymerase iota (Homo sapiens), Q9UNA4; Potency, µM (series often up to 115 µM), for the others: top-dose activity, negative = inhibition, hits mostly inhibitors; actives 1% (n = 390,000); Pol iota fluorescent replication assay, 10 min; AID 588590, 2011; note: potency is the fitted concentration of half-maximal effect
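Pol iota at 10 nM preincubated 15 min with compounds at room temperature; reaction started with fluorescent substrate, 50 nM final. Fluorescence read kinetically at 0 and 10 min; buffer-only wells as negative control.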
Tb PGK inh = qHTS Assay to Find Inhibitors of Phosphoglycerate Kinase; actives 0.043% (n = 380,000); Potency, µM (series often up to 57.5 µM), for inactives: at the highest dose activity change, negative = inhibition, actives largely listed as inhibitors; Phosphoglycerate kinase, glycosomal (Trypanosoma brucei brucei), P07378; AID 602233, 2012; PGK/GAPDH coupled, Kinase-Glo luminescence, 60 min; note: potency is the fitted concentration of half-maximal effect; % is set by controls: 0 for no effect and ±100 for the full control effect; nearly all actives have a fitted effect of over 60% in size
Target sequence (P07378 whole entry, looked up): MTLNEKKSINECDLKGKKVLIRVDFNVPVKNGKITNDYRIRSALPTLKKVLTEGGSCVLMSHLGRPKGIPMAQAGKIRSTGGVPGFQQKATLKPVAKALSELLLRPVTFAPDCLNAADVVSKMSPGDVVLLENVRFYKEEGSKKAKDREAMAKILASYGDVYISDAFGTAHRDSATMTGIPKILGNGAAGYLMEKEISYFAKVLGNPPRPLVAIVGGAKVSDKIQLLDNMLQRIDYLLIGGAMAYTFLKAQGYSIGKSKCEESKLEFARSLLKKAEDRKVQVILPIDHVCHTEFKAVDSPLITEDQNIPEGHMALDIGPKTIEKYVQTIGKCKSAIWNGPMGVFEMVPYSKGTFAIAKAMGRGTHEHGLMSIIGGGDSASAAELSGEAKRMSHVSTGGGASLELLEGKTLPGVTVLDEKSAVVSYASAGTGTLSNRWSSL
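Recombinant glycosomal PGK reaction used 1,3-bisphosphoglycerate generated in-well by GAPDH (100nM final) in 100mM TEA pH 7.6, 5mM MgCl2, 0.01% Tween-20. After 60 minutes at room temperature, ATP was read by Kinase-Glo Plus luminescence end-point.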
Anesthetic bind = qHTS Assay for Identification of Novel General Anesthetics; Ferritin light chain (Equus caballus), P02791; apoferritin/1-aminoanthracene competitive binding, fluorescence; Potency, µM (top dose mostly 77.5 µM), inactives show top-dose activity change, negative = displacement, most hits filed as inhibitors; actives 0.074% (n = 350,000); note: potency is the fitted concentration of half-maximal effect; % is set by controls: 0 for no effect and ±100 for the full control effect; nearly all actives have a fitted effect of over 20% in size
Target sequence (P02791 2-175 limits assumed): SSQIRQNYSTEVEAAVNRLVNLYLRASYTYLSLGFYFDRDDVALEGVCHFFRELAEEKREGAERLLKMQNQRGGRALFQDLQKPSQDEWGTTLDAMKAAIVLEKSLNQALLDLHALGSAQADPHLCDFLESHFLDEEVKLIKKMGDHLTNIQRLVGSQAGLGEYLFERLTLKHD
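Horse-spleen apoferritin (10 uM) was mixed with 50% saturated 1-aminoanthracene in PBS, exposed to compounds for 10 min at room temperature, and read for fluorescence (ex 380 nm, em 535 nm). Competitive displacement was fitted with a four-parameter Hill equation.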
APE1 inh = qHTS Assay for Inhibitors of the Human Apurinic/apyrimidinic Endonuclease 1 (APE1) | recombinant APE1, TAMRA/BHQ-2 abasic DNA cleavage fluorescence | AID 2517, 2012 | actives 0.35% (n = 350,000) | DNA repair nuclease/redox regulator APEX1 (Homo sapiens), P27695 | Potency, µM (highest dose often 65.8 µM), inactives show at the top dose activity change, negative = inhibition, actives largely listed as inhibitors;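 note: potency is the fitted concentration of half-maximal effect; plate controls were vehicle for no effect and reference inhibitor for full effect; nearly all actives have a fitted effect of over 55% in size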
Target sequence (P27695 whole entry, looked up): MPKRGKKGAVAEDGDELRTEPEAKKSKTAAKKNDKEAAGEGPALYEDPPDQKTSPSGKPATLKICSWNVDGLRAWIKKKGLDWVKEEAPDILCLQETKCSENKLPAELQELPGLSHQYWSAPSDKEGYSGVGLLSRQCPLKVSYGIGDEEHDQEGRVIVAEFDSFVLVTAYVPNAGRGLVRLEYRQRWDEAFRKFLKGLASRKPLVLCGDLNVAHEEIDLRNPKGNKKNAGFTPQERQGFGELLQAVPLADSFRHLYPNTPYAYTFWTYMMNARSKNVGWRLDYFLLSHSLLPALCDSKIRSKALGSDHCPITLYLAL
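Endonuclease cleavage of a quenched abasic-site DNA duplex (50 nM) by APE1 (0.75 nM) was tracked by TAMRA dequenching. Compounds were preincubated with enzyme 15 min at room temperature; data normalized to buffer-only and DMSO wells plus NSC13755 control.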
RXFP1 antagonist = qHTS Assay for Antagonists of the Relaxin Receptor RXFP1. Relaxin receptor 1 (Homo sapiens), Q9HBX9. HEK293-RXFP1, relaxin-stimulated cAMP HTRF, 30 min; stronger effect = lower value. activity change, negative = inhibition, % at 57.5 µM. actives 0.59% (n = 350,000);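 active = activity change of -60% or lower, but not beyond a set lower limit; inconclusive = change between -60% and -40%, or beyond the set limit; inactive = change above -40%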; note: % is set by controls: 0 for no effect and ±100 for the full control effect
Pol eta inh = qHTS for Inhibitors of Polymerase Eta; actives 1.2% (n = 390,000); AID 588591, 2011; recombinant Pol eta, fluorescent DNA replication assay; Potency, µM (highest dose often 114 µM), inactives show at the highest dose activity change, negative = inhibition, usual class: inhibitors; note: potency is the fitted concentration of half-maximal effect; % is set by controls: 0 for no effect and ±100 for the full control effect
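Fluorescent replication assay: 50 nM final substrate added after a 15 min room-temperature compound preincubation with 10 nM enzyme. Signal taken at 0 min and again at 10 min.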
Pol beta inh = qHTS Assay for Inhibitors of DNA Polymerase Beta; Pol beta primer extension/strand displacement, fluorescence kinetic; Potency, µM (highest dose often 114 µM), without a hit: at the top dose activity change, negative = inhibition, usual class: inhibitors; actives 1.3% (n = 340,000); note: potency is the fitted concentration of half-maximal effect; % is set by controls: 0 for no effect and ±100 for the full control effect
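Kinetic readout of DNA synthesis with strand displacement by Pol beta. Compound and 10 nM enzyme sit 15 min at room temperature; 50 nM substrate starts the reaction, read immediately and at 10 min.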
POLK inh = qHTS for Inhibitors of Polymerase Kappa | Potency, µM (highest dose often 107 µM), for inactives: top-dose activity, negative = inhibition, hits mostly inhibitors | purified Pol kappa, fluorescent DNA synthesis assay, 10 min | DNA polymerase kappa (Homo sapiens), Q9UBT6 | actives 0.53% (n = 400,000); note: potency is the fitted concentration of half-maximal effect; % is set by controls: 0 for no effect and ±100 for the full control effect
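10 nM Pol kappa preincubated 15 min at room temperature with compounds, then reaction started with substrate at 50 nM final. Fluorescence read kinetically at 0 and 10 min; buffer-only wells served as negative control.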
BLM inh = qHTS Assay for Inhibitors of Bloom's syndrome helicase (BLM); RecQ-like DNA helicase BLM (Homo sapiens), P54132; recombinant BLM DNA unwinding, fluorescence dequenching; Potency, µM (top dose mostly 56.1 µM), inactives show at the highest dose activity change, negative = inhibition, actives largely listed as inhibitors; actives 0.2% (n = 350,000); AID 2528, 2010;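 note: potency is the fitted concentration of half-maximal effect; plate controls were vehicle for no effect and no enzyme for full effect; nearly all actives have a fitted effect of over 35% in size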
* hit, by the source's call; i = inactive; ? = inconclusive; nt = not tested or not shown; & = joins results of further samples; [ ] = dose if it differs, or a comment. Unless noted, calls come from the whole dose curve; as a rule, active = well fitted curve in the direction sought with a large enough effect; inconclusive = small, poorly fitted or top-dose-only effect, or another doubt; inactive = no such curve, though single readings can be large; an effect the other way counts as inactive or inconclusive. A portion of the library; the hit share may differ from the screen's.

Start of the data: the first seven entries, ahead of the listing:
SMILES | POLI inh | Tb PGK inh | Anesthetic bind | APE1 inh | RXFP1 antagonist | Pol eta inh | Pol beta inh | POLK inh | BLM inh
Cc1cc(Cl)c2oc(C(=O)N(C)Cc3nccn3C)c(C)c2c1 | 56%[activator] | 4% | -21% | 49% | 0 | -18% | 5% | 6% | -7%
COc1cc(/C=N\NC(=O)c2sc(N)nc2C)cc(OC)c1OC | 7.1µM* | 3% | -5% | -10% | -3 | ? | 28µM* | ? | 0%
COc1ccc(NS(=O)(=O)c2ccc(Oc3ncccn3)cc2)cc1 | 11% | 3% | -9% | ? | 3 | -2% | 4% | -13% | 4%
O=C1Nc2ccccc2C1=Nc1cccc([N+](=O)[O-])c1 | ? | -3% | -8% | -11% | 12 | -3% | -23% | -10% | -2%
Cc1ccc(-c2nc(CS(=O)(=O)CC(=O)N3CC(C)CC(C)C3)c(C)o2)cc1 (stereo not given) | -4% | -4% | -12% | -4% | 0 | -16% | -7% | 3% | 3%
CCc1cc(Cn2nc(C(=O)O)cc2-c2ccccc2)on1 | 4% | -10% | nt | 21% | nt | -18% | nt | -8% | nt
CC(=O)N1CCCc2cc(S(=O)(=O)N3CCc4ccccc4C3)ccc21 | -4% | i | -10% | 0% | -1 | -18% | 3% | 10% | -5%

The list itself (from the top)
SMILES | POLI inh | Tb PGK inh | Anesthetic bind | APE1 inh | RXFP1 antagonist | Pol eta inh | Pol beta inh | POLK inh | BLM inh
Cc1cc(Cl)c2oc(C(=O)N(C)Cc3nccn3C)c(C)c2c1 | 56%[activator] | 4% | -21% | 49% | 0 | -18% | 5% | 6% | -7%
COc1cc(/C=N\NC(=O)c2sc(N)nc2C)cc(OC)c1OC | 7.1µM* | 3% | -5% | -10% | -3 | ? | 28µM* | ? | 0%
COc1ccc(NS(=O)(=O)c2ccc(Oc3ncccn3)cc2)cc1 | 11% | 3% | -9% | ? | 3 | -2% | 4% | -13% | 4%
O=C1Nc2ccccc2C1=Nc1cccc([N+](=O)[O-])c1 | ? | -3% | -8% | -11% | 12 | -3% | -23% | -10% | -2%
Cc1ccc(-c2nc(CS(=O)(=O)CC(=O)N3CC(C)CC(C)C3)c(C)o2)cc1 (stereo not given) | -4% | -4% | -12% | -4% | 0 | -16% | -7% | 3% | 3%
CCc1cc(Cn2nc(C(=O)O)cc2-c2ccccc2)on1 | 4% | -10% | nt | 21% | nt | -18% | nt | -8% | nt
CC(=O)N1CCCc2cc(S(=O)(=O)N3CCc4ccccc4C3)ccc21 | -4% | i | -10% | 0% | -1 | -18% | 3% | 10% | -5%
Cc1[nH]c(=O)[nH]c(=O)c1/C=N\NC(=O)CCc1ccc(OC(C)C)cc1 | nt | nt | -10% | 12% | nt | nt | -12% | nt | -2%
CCOC(=O)N1CCC(NC(=O)c2ccc3c(c2)N(Cc2ccc(F)cc2)C(=O)c2ccccc2S3(=O)=O)CC1 | -9% | nt | -23% | nt | -1 | nt | 6% | -10% | -7%
CC(Sc1nc2ncc(Cl)cc2[nH]1)C(=O)c1c(N)n(C)c(=O)n(C)c1=O (stereo not given) | 26% | -5% | nt | 14% | -7 | -17% | nt | -19% | nt
Cc1ccc(NC(=O)CN(C)C(=O)COC(=O)c2nccnc2N)cc1 | 14% | 0% | nt | 15% | 2 | -4% | nt | 1% | nt
CC1CCN(S(=O)(=O)c2ccc(C(=O)Nc3nnc(-c4ccccn4)o3)cc2)CC1 | ? | 4% | ? | 7% | -5 | -10% | ? | 2% | 4%
COC(=O)[C@H](CO)NS(=O)(=O)c1ccc(C)cc1 | -9% | 2% | nt | -9% | nt | -12% | nt | 3% | nt
Cc1ccc2nc(NC(=O)c3ccc(S(=O)(=O)N4CCC(C)CC4)cc3)sc2c1 | 11% | 7% | -7% | nt | nt | -16% | -11% | 0%[60.1 µM] | -5%
COc1cc(NC(=O)CSc2nccc(=O)[nH]2)c(C)cc1[N+](=O)[O-] | 64%[activator] | i | -13% | 4% | 1 | 6% | -7% | 3% | -2%
COC(CNC(=O)c1ccc2c(=O)n(Cc3ccc(Cl)cc3)c(=S)[nH]c2c1)OC | 56%[activator] | i | 0% | -2% | -23 | -20% | 58% | -6% | -3%
COc1ccc2c(c1)C1=C(CC2)C(c2ccc(C)cc2)NC(=S)N1 (stereo not given) | -22% | 3% | -12% | -4% | -2 | -11% | 14% | -13% | -9%
COc1cc(C2C(C#N)=C(N)N(c3cccnc3)C3=C2C(=O)CCC3)ccc1O (stereo not given) | ? | i | -18% | 2% | -25 | -7% | 17% | -8% | 0%
CN1C[C@@H]2[C@@H]3C(=O)N(Cc4ccccc4)C(=O)[C@@H]3[C@](Cc3ccccc3)(C1=O)N2C(=O)c1ccccc1 | -33% | -3% | nt | nt | nt | -6% | nt | -3% | nt
COc1ccc(CN(C(=S)Nc2ccccc2)C2CC(=O)N(c3ccc(F)cc3)C2=O)cc1 (stereo not given) | ? | i | ? | -5% | -18 | -22% | -2% | -13% | 5%
O=C(O)/C=C/C(=O)Nc1ccc2nccnc2c1 | 29% | -1% | 68%[activator] | -4% | 2 | 7% | -2% | 2% | -2%
Cc1nn(CCCC(=O)NC(C)c2ccccc2)c(=O)c2nn(-c3ccccc3)c(C)c12 (stereo not given) | -16% | -2% | -9% | 3% | -5 | -10% | 47%[activator] | -4% | -3%
O=C(c1ccc([N+](=O)[O-])cc1)N(Cc1ccc(Cl)cc1)N1C(=O)CCCC1=O | 14% | -7% | -5% | 1% | 10 | -3% | 11% | -6% | 1%
COc1cc(/C=C/CNC[C@H]2O[C@@H](n3cnc(C(N)=O)n3)[C@H](O)[C@@H]2O)ccc1O | ? | i | nt | nt | nt | -3% | nt | -22% | nt
COc1ccc2c(c1)C(NC(C)=O)C(=O)N2C (stereo not given) | 12% | 1% | -4% | 2% | -9 | -9% | -1% | -1% | 1%
O=C(Nc1ccccc1)Nc1nc(-c2ccc(F)c(F)c2)cs1 | 189%[activator] | -10% | -7% | -7% | 2 | -22% | 18% | 2% | -2%
COc1ccc(NC(=O)c2ccc(Cl)nc2)cc1S(=O)(=O)N1CCCCC1 | 8% | -30% | -16% | -10% | 9 | 8% | -27% | -12% | -7%
O=C(CN1CCN(CN2C(=O)NC3(CCCCCC3)C2=O)CC1)Nc1ccc(F)cc1 | -25% | -14% | nt | -4% | 1 | -11% | nt | -3% | nt
CCOC(=O)c1noc2ncnc(N3CCN(c4cccc(C(F)(F)F)c4)CC3)c12 | 5% | i | ? | nt | nt | -19% | -8% | 25% | -6%
CC(C)c1ccc(NC(=O)COC(=O)C2=COCCO2)cc1 | -12% | -3% | 3% | -5% | -12 | -14% | -20% | 0% | -3%
COC(=O)c1oc(-c2ccccc2)nc1C | -7% | 1% | -6% | -1% | 2 | 3% | -19% | -8% | -17%
CCc1ccc(NC(=S)N(CCN2CCCCC2)Cc2ccco2)cc1 | 44%[activator] | -9% | -5% | -7% | -11 | -6% | 50% | -7% | -2%
COc1cccc(NC(=O)c2ccccc2N2C(=O)C3C4C=CC(C5CC45)C3C2=O)c1 (stereo not given) | 13% | -3% | -7% | -1% | 13 | -3% | 13% | -19% | -2%
Cc1cc(C)c(S(=O)(=O)N2CCCC2)c(C)c1 | 10% | i | -11% | -7% | -3 | -3% | -13% | 0% | 0%
O=C(O)/C=C/C(=O)N1CCN(c2cccc(Cl)c2)CC1 | -26% | 5% | 8% | 2% | -1 | -5% | 4% | -10% | 2%
O=C(c1ccccc1)[C@@H]1[C@@H](C(=O)c2ccc(F)cc2)[C@@]2(C(=O)Nc3ccccc32)[C@H]2c3ccccc3C=CN12 | 25% | -3% | -5% | 0% | -16 | -3% | 5%[57.1 µM] | -4% | -21%
CCOC(=O)c1cccc(NC(=O)CCS(=O)(=O)c2ccc(Br)s2)c1 | -2%&0% | -2%&4% | -11%&-12% | 3% | -34 | -10%&11% | -1%&23% | -11%&-5% | -2%&-1%
CCOC(=O)c1c(N=CN(C)C)c(C#N)c2n1CCCC2 | 16% | i | 3% | -1% | -17 | 15% | 19% | 5% | 2%
Cc1cccc(NC(=O)c2oc3ccccc3c2NC(=O)Cc2coc3c(C)c(C)ccc23)c1 | 22% | 2% | -18% | nt | -1 | -18% | -24% | 0% | 0%
CC(C(=O)O)c1n[nH]c(=O)c2ccccc12 (stereo not given) | 4% | -9% | -13% | 8% | 2 | 1% | 23% | -16% | 1%
COc1cc(/C=C/c2nc3cc(Cl)ccc3c(=O)n2-c2ccc(C)cc2C)cc(OC)c1OC | 7% | -11% | 73%[activator] | nt | -33 | -26% | -2% | -3%[60.1 µM] | 0%
COc1ccc(C2C(C#N)=C(SCC(=O)Nc3ccc(C)cc3)NC3=C2C(=O)CC(C)(C)C3)cc1 (stereo not given) | 10% | -1% | ? | 11% | 1 | -17% | 48% | -6% | -13%
COc1ccc(NC(=O)C2CCCN(S(=O)(=O)c3ccc(Br)s3)C2)cc1 (stereo not given) | 5% | 5% | 0% | nt | 5 | -9% | 0% | -3% | -4%
